MKP-3 inhibition = MKP-3 phosphatase inhibitors, primary screen, biochemical, rat enzyme, in vitro (AID 425); Dual specificity protein phosphatase 6 (Rattus norvegicus); recombinant MKP-3 phosphatase activity, fluorescence; higher % means a stronger effect; inhibition, % at 20 µM; hits with a dose series show IC50 in µM; hit rate 0.17% among 110,000; in the data active means inhibition above about 50%;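 further: plate controls were vehicle for no effect and reference inhibitor for full effect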
Hsp70 displacement = Hsp70 inhibitors, probe displacement, primary screen, biochemical, fluorescence polarization (AID 583); Heat shock 70 kDa protein 1A (Homo sapiens); Hsp70 fluorescence polarization probe displacement, mP; higher % means a stronger effect; one-dose displacement, % at 20 µM; IC50 in µM for titrated hits; hit rate 0.06% among 140,000; in the data active means displacement above about 50%;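 further: plate controls were vehicle for no effect and reference ligand for full effect; a part of the inactive calls stands beside numbers as strong as those of hits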
* marks the source's active call; other numbers are inactive results; / = not tested or not shown; & = joins results of further samples.

Every second line gives: MKP-3 inhibition	Hsp70 displacement
O=C(NCCc1ccccc1)c1ccncc1
 : -3%	0.4%
O=C(Nc1ccc2c(c1)OCCO2)C1CCN(C(=O)c2ccc(Br)cc2)CC1
 : 2%	5.5%
CCOc1ccc(-c2nc(C#N)c(N3CCN(Cc4ccccc4)CC3)o2)cc1
 : -6%	-2.8%
COc1cc(C(=O)OCC(=O)c2cc(C)n(C)c2C)cc(NC(=O)c2ccco2)c1OC
 : 6%	-2.3%
Cc1cccc(OCCCn2c(=O)sc3ccccc32)c1
 : /	-3.7%
O=C(CCCN1C(=O)CCC1=O)Nc1ccc2c(c1)OCCO2
 : -9%	-0.3%
CC(=O)Oc1c(S(=O)(=O)c2ccc(C)cc2)c(C)nn1-c1ccccc1
 : 2%	-2.0%
Cc1ccc2cc(C#N)c(SCC(=O)NCC3CCCO3)nc2c1C (centres undefined)
 : 0%	-1.4%
Cc1cc(C)c(C)c(OCC(=O)O/N=C(\N)c2ccccn2)c1
 : /	8.0%
COc1ccc2c(c1)OCC/C2=N\OC(=O)c1ccc(Oc2ccccc2)cc1
 : 3%	-1.9%
CC(C)CCN1CC(C(=O)NCc2ccccc2)CC1=O (centres undefined)
 : 0%	1.8%
O=C(NC1CCCCC1)C1CCCN(S(=O)(=O)c2cnc[nH]2)C1 (centres undefined)
 : 4%	-6.9%
CCOC(=O)c1[nH]c2ccccc2c1NC(=O)NC1CCCCC1
 : /	2.0%
O=C1Nc2ccc(S(=O)(=O)NCc3ccccn3)c3cccc1c23
 : -10%	5.2%
Cn1c(C(=O)NCCCN2CCCC2=O)cc2c(=O)n(C)c3ccccc3c21
 : -12%	9.0%
CNC(=S)NCCc1ccc(OC)c(OC)c1
 : 1%	1.9%
Cc1ccccc1C(=O)NN1C(=O)CSC1=S
 : 3%	-3.7%
COc1ccc(CC(=O)Nc2cccc(-c3nc4ncccc4o3)c2)cc1OC
 : 2%	-0.1%
O=C(CCC1CCCCC1=O)c1ccccc1 (centres undefined)
 : 6%	10%
Cc1onc(-c2c(F)cccc2Cl)c1C(=O)N(C)C1CCS(=O)(=O)C1 (centres undefined)
 : -2%	8.9%
COc1ccc2sc(NC(=O)CC(C)C)nc2c1
 : -2%	-2.6%
COc1cc(CN2CCN(S(C)(=O)=O)CC2)cc(OC)c1OC
 : 1%	2.4%
CCc1ccccc1NS(=O)(=O)c1ccc(SC)cc1
 : -1%	1.2%
CCn1c(N)c(C(=O)NCCCOC)sc1=S
 : -2%	-8.7%
C=CCn1c(C)cc(C(=O)CSc2ccc(NC(C)=O)cc2)c1C
 : /	4.8%
CCCc1[nH]nc2c1C1(C(=O)N(CC)c3ccccc31)C(C#N)=C(N)O2 (centres undefined)
 : -8%	100%
CCN(C(=O)c1ccccc1[N+](=O)[O-])c1ccccc1
 : 3%	0.6%
Cc1ccc(S(=O)(=O)Nc2cccc3ccc[n+](C)c23)cc1
 : 0%	-1.5%
O=c1[nH]c(SCc2ccccc2)nnc1-c1ccccc1
 : 5%	-3.0%&0.4%
O=C(COc1ccc(S(=O)(=O)N2CCCC2)cc1)NCCC1=CCCCC1
 : 0%	0.8%

Taken from above.
Entry of `Cc1ccc(S(=O)(=O)Nc2cccc3ccc[n+](C)c23)cc1` under Hsp70 displacement: -1.5%
Entry of `COc1ccc(CC(=O)Nc2cccc(-c3nc4ncccc4o3)c2)cc1OC` under Hsp70 displacement: -0.1%
Entry of `O=C1Nc2ccc(S(=O)(=O)NCc3ccccn3)c3cccc1c23` under MKP-3 inhibition: -10%

In the list so far, these contain an aryl methoxy group.
Every second line gives: MKP-3 inhibition	Hsp70 displacement
COc1cc(C(=O)OCC(=O)c2cc(C)n(C)c2C)cc(NC(=O)c2ccco2)c1OC
 : 6%	-2.3%
COc1ccc2c(c1)OCC/C2=N\OC(=O)c1ccc(Oc2ccccc2)cc1
 : 3%	-1.9%
CNC(=S)NCCc1ccc(OC)c(OC)c1
 : 1%	1.9%
COc1ccc(CC(=O)Nc2cccc(-c3nc4ncccc4o3)c2)cc1OC
 : 2%	-0.1%
COc1ccc2sc(NC(=O)CC(C)C)nc2c1
 : -2%	-2.6%
COc1cc(CN2CCN(S(C)(=O)=O)CC2)cc(OC)c1OC
 : 1%	2.4%

(list continues)
Every second line gives: MKP-3 inhibition	Hsp70 displacement
O=P(OCCN1CCOCC1)(c1ccccc1)c1ccccc1
 : -1%	-3.2%
Cc1cc(C)n(-c2cc(Nc3ccccc3)nc(-c3ccccc3)n2)n1
 : 4%	7.1%
[O-][n+]1c2c(nn1-c1ccccc1Cl)-c1nonc1CC2
 : -3%	0.1%
COc1cccc(C2CC(c3ccc(C)cc3)n3ncnc3N2)c1 (centres undefined)
 : -4%	-4.4%
C/C(=N\NC(=O)CSc1nc2ccccc2n1Cc1ccccc1)c1ccco1
 : 4%	-5.1%
Cc1ccccc1Nc1nc(N)nc(CSc2nnc(-c3ccccc3)n2C)n1
 : /	3.5%
O=C(CCCC(=O)N(CC(=O)NC1CCCC1)Cc1ccc2c(c1)OCO2)Nc1ccccn1
 : 1%	1.3%
CC(C)(C)OC(=O)N1CC=C2C(C#N)=C(N)C(C#N)(C#N)C(c3cccs3)C2C1 (centres undefined)
 : -7%	2.8%
CCn1c(O)c(C=Nc2ccccc2)oc1=S
 : -3%	5.9%
CCOc1cccc(OCCCOc2ccccc2)c1
 : /	1.9%
N#C/C(=C\c1cccc(O)c1)C(=O)NCC1CCCO1 (centres undefined)
 : 2%	-3.1%
COc1ccc(Br)cc1/C=N/OC(C)=O
 : 0%	1.3%
CCOc1c(Br)cc(CNc2ncn[nH]2)cc1OC
 : 4%	-1.9%
Cc1cc(C)c2oc(-c3cccc(NC(=O)c4cccc5ccccc45)c3)nc2c1
 : 6%	-3.7%
CCOC(=O)c1nnn(-c2nonc2-n2cccc2)c1CN1CCOCC1
 : /	-1.9%
C=CCn1c(O)c(N=NC(=O)c2ccc3ccccc3n2)c2ccccc21
 : 1%	0.9%
O=C(/C=C/c1ccc(Cl)cc1Cl)NCc1ccncc1
 : 2%	-4.7%
Cc1c(C(=O)N2CCOCC2)sc2ncn(CC(=O)N3CCC(C)CC3)c(=O)c12
 : 3%	-2.0%
COc1ccc(C2=CC(c3ccc(OC)c(OC)c3)NC(=S)N2)cc1 (centres undefined)
 : /	-0.9%
CCOc1ccccc1C(=O)NC(C)c1ccc2c(c1)OCO2 (centres undefined)
 : -4%	-5.1%
COC(=O)c1cn(NC(=O)CCC2CCCC2)c(=O)c2ccccc12
 : /	-0.8%
COc1ccc2c(CCNC(=O)c3ccco3)c[nH]c2c1
 : 6%	5.2%
CC(=O)N(C)c1ccc(NC(=O)C(F)(F)F)cc1
 : /	1.2%
O=C(Nc1cccnc1)c1ccc2c(c1)OCO2
 : -11%	-4.9%
Cc1ccccc1S(=O)(=O)Nc1nc2ccccc2nc1N1CCOCC1
 : -14%	4.4%
COc1ccc(CN2CCN(C3CCCC(C)C3)CC2)c(OC)c1OC (centres undefined)
 : 2%	-1.1%
N#CC1=C(N)SC(N)=C(C#N)C1c1cccc(Cl)c1
 : 2%	4.1%
Cc1cc(C)nc(-n2nc(C)cc2Nc2ccccc2)n1
 : -3%	-0.2%
O=C(CCc1ccccc1)Nc1c[nH]c(=O)[nH]c1=O
 : 2%	0.0%
CCOC(=O)c1nn(-c2sc(C(=O)OC)c(C)c2C(=O)OC)cc1O
 : -2%	-3.8%
CCC1=C/C(=C/N(C)c2ccccc2)C(=O)S1
 : 2%	11%
CN(CC(=O)Nc1nc2ccccc2s1)S(=O)(=O)c1ccccc1
 : -10%	-2.3%
Nc1nnnn1CC(=O)OCC(=O)c1ccccc1
 : 1%	2.5%
Clc1ccc(OCc2nn3c(-c4ccncc4)nnc3s2)cc1
 : 0%	-0.8%
O=C(Nc1cccnc1)c1ccc(COc2ccccc2Br)o1
 : -16%	-5.0%
CCN(CC)C(=O)CSc1nnc(-c2ccccn2)n1-c1ccc(C)c(C)c1
 : 2%	-146%
Cc1ccc(N2CCN(S(=O)(=O)N(C)C)CC2)c(C)c1
 : -1%	-7.7%
O=C1CC(=C2c3ccccc3-c3ccccc32)C(=O)N1CCN1CCN(c2cccc(Cl)c2)CC1
 : /	-3.6%
CCOc1ccc(-c2nnn(CC(=O)Nc3ccccc3OC)n2)cc1OCC
 : -4%	-1.3%
Cc1nnc(SCC(=O)n2c3c(c4ccccc42)CCCC3)s1
 : -12%&3%	1.9%&-0.4%
O=C(Nc1nc(-c2ccc(Cl)c(Cl)c2)cs1)c1ccc(S(=O)(=O)N2CCOCC2)cc1
 : 0%	-0.1%
CSc1nc(C)cc(OCCNS(=O)(=O)c2ccc(C)cc2)n1
 : /	-3.0%
COc1ccccc1N1CCN(C2CC(=O)N(c3cc(Cl)cc(Cl)c3)C2=O)CC1 (centres undefined)
 : 1%	2.3%
Cc1ccc(N(CC(=O)NCCSc2ccc(Cl)cc2)S(C)(=O)=O)cc1
 : -1%	1.2%
Cc1occc1C(=O)NCc1cccs1
 : -5%	-1.7%
Cc1[nH]n(-c2ccccc2)c(=O)c1/C=N/O
 : 0%	/
CCOC(=O)/C(C#N)=C\C=C1C=CN(C)C=C1
 : /	-173%
CCOc1ccc(C2/C(=C(/O)c3ccccc3)C(=O)C(=O)N2CCCN(C)C)cc1OC (centres undefined)
 : 3%	10%
O=C(Cc1cccs1)NCc1ccco1
 : -6%	0.3%
CC(C)Oc1ccccc1C1Nc2ccccc2NC2=C1C(=O)CC(c1ccc(Cl)cc1)C2 (centres undefined)
 : 2%	-2.7%
Cc1ccc(C(=O)Nc2ccc(Nc3ccccc3)cc2)cc1[N+](=O)[O-]
 : 4%	-7.5%
COc1ccc(NC(=O)Nc2ncccc2C)cc1
 : /	0.9%
CC1CCCC(C)N1C(=O)CSc1nnnn1-c1cccc2c1CCCC2 (centres undefined)
 : /	2.6%
CCOC(=O)C1CCCN(Cc2cccs2)C1 (centres undefined)
 : /	3.7%
O=C1c2ccccc2C(Nc2ccc3nc(-c4cccnc4)[nH]c3c2)N1Cc1ccco1 (centres undefined)
 : -2%	2.7%
CCC(c1nnnn1CCOC)N(Cc1cc2c(C)cc(C)cc2[nH]c1=O)CC1CCCO1 (centres undefined)
 : /	-1.2%
COc1cccc(C(=O)Nc2cccc(Cl)c2C)c1
 : 1%	5.5%
O=C(Nc1ccccc1)N(C1=NCCC1)c1ccc(OC(F)F)cc1
 : -13%	2.7%
Cc1ccc2oc(-c3cccc(NC(=O)c4ccc(Br)o4)c3)nc2c1
 : /	4.1%
Clc1ss/c(=N\c2ccccn2)c1Cl
 : 6%	/

Part of the list above in order of number of heavy atoms, falling.
Every second line gives: MKP-3 inhibition	Hsp70 displacement
Cc1ccccc1Nc1nc(N)nc(CSc2nnc(-c3ccccc3)n2C)n1
 : /	3.5%
Cc1ccc(N(CC(=O)NCCSc2ccc(Cl)cc2)S(C)(=O)=O)cc1
 : -1%	1.2%
COc1ccc(C2=CC(c3ccc(OC)c(OC)c3)NC(=S)N2)cc1 (centres undefined)
 : /	-0.9%

Other structures follow:
Every second line gives: MKP-3 inhibition	Hsp70 displacement
COc1ccccc1CNC(=O)c1cnccn1
 : /	11%
O=C(O)CC(C(=O)N(c1ccccc1)c1ccccc1)N1CCOCC1 (centres undefined)
 : -9%	-1.3%
COc1cc(C=NN2CCN(Cc3ccc(C)cc3C)CC2)cc(OC)c1OC
 : 2%	-0.5%
O=C(Nc1ccc(Cc2ccc(NC(=O)C3CC3)c(O)c2)cc1O)C1CC1
 : 0%	2.0%
COc1ccccc1C(c1nnnn1C(C)(C)C)N1CCN(Cc2ccncc2)CC1 (centres undefined)
 : 1%	-1.3%
CCN1CCN(C(c2cccs2)C(C)NS(=O)(=O)c2ccc(F)cc2)CC1 (centres undefined)
 : -4%	-1.5%
COc1ccnc(CSC(N)=Nc2ccc(F)cc2)c1
 : /	-2.9%
C=CCc1ccccc1OCCOc1ccc(/C=C2/SC(=S)N(C)C2=O)cc1
 : 1%	-2.5%
O=C1CCCc2nc(N3CCN(C(c4ccccc4)c4ccccc4)CC3)ncc21
 : 5%	-6.2%
O=C(COc1ncnc2ccccc12)NC1CCS(=O)(=O)C1 (centres undefined)
 : -1%	2.5%
CCCn1c(SCC(=O)N2CCN(S(=O)(=O)c3ccc(Cl)cc3)CC2)n[nH]c1=O
 : 2%	0.4%
C#CCOc1c(Br)cc(C2C(C(=O)OC)=C(C)NC3=C2C(=O)c2ccccc23)cc1OC (centres undefined)
 : -2%	0.2%
CCN(CC)S(=O)(=O)c1cc(C(=O)n2cccn2)c(Cl)cc1Cl
 : -8%	0.3%
CSC1=NCCN1C(=O)Cc1cccs1
 : -2%	-0.9%
CC1CCC2(CC1)C(Nc1cccc(Cl)c1)=NC(=S)N2CC#N (centres undefined)
 : /	2.9%
CCSc1nnc(NC(=O)c2cccnc2Cl)s1
 : /	0.4%
COc1ccc(CC(=O)Nc2nc(-c3ccc4ccccc4c3)cs2)cc1
 : 0%	-2.1%
O=C(c1cc2ccccc2o1)c1nc2c(n1O)CCCCC2
 : 11%	23%
CCOc1cc(C(=O)Nc2ccc(Br)cn2)cc(OCC)c1OCC
 : 0%	-4.1%
CN(C)CCCN1C(=O)c2oc3ccccc3c(=O)c2C1c1cccs1 (centres undefined)
 : 4%	3.5%
COc1ccc(C(=O)NCC2CCCO2)c(OC)c1 (centres undefined)
 : 0%	-1.3%
CCOCC(=O)Nc1nc(-c2ccccc2)c(CC)s1
 : /	2.4%
CN1C(=O)CSc2ccc(NC(=O)NCc3cccnc3)cc21
 : 4%	-0.9%
CC(=O)C1=C(O)C(=O)N(c2nccs2)C1c1ccc(Br)cc1 (centres undefined)
 : /	-4.2%
Cn1c(=O)n(Cc2ccccc2)c(=O)c2c1nc(NCC1CCCO1)n2Cc1ccccc1 (centres undefined)
 : 4%	0.1%
COC(=O)c1cc2oc(C)cc2n1CC(=O)Nc1cc(C)cc(C)c1
 : 6%	-6.2%

Compound activity as filed in PubChem.

A portion of the library; the hit share may differ from the screen's.
